M1AAP inhibition – P. falciparum M1AAP inhibitors, biochemical, fluorogenic H-Leu-NHMec substrate, 1536-well (AID 1445); inhibition, % at 30 µM; hits with a dose series show IC50 in µM; 220,000 tested, 0.42% active; recombinant M1AAP, H-Leu-NHMec fluorogenic kinetic assay; higher % means a stronger effect;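 active = primary inhibition above the hit cutoff, then over 50% inhibition at one or more dose response concentrations, cut at about 23% in these data, passing the limit was not always enough; inconclusive = conflicting primary data, or primary hits not chosen for dose response; inactive = low primary inhibition, or under 50% at every dose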;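 also: plate controls were DMSO full reaction for no effect and no enzyme background for full effect; strong numbers were not always called active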
XIAP displacement – small molecules displacing peptide from XIAP – biochemical, IAP family, fluorescence polarization (AID 1018); XIAP BIR domain, fluorescence polarization peptide displacement; higher % means a stronger effect; one-dose displacement, % at 20 µM; IC50 in µM for titrated hits; 200,000 tested, 0.007% active; in the data active = displacement above about 50%; also: a part of the inactive calls stands beside numbers as strong as those of hits
CSM14.1 death rescue – rescue of cells from ER stress-induced death, primary screen, 384-well, CSM14.1, thapsigargin, ATP luminescence (AID 1222) | CSM14.1 thapsigargin-induced death rescue, ATP luminescence; higher % means a stronger effect | one-dose cellular ATP content (survival), % at 20 µM; EC50 in µM for titrated hits | 190,000 tested, under 10 active;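 active = EC50 below 50 µM in the dose-response confirmation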;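 also: death triggered by thapsigargin at about 15 µM added after 2 h compound pretreatment; cell ATP read after overnight thapsigargin exposure of roughly 18 to 22 hours; normalized against plate controls of thapsigargin alone and 5% DMSO vehicle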
M17LAP inhibition – P. falciparum M17LAP inhibitors, primary screen, biochemical, fluorogenic H-Leu-NHMec substrate, 1536-well (AID 1619); recombinant M17LAP, H-Leu-NHMec fluorogenic kinetic assay; higher % means a stronger effect; one-dose inhibition, % at 30 µM; IC50 in µM for titrated hits; 220,000 tested, 0.38% active;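 active = compound inhibiting the enzyme by more than half at any dose during confirmatory dose-response retesting; inconclusive = strong single-dose inhibitors picked by rank but not retested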;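 also: plate controls were full reaction with DMSO carrier for no effect and no enzyme background for full effect; strong numbers were not always called active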
Myeloid diff 2 – myeloid differentiation induction. ER-HoxA9 myeloid progenitors, lysozyme-GFP differentiation, flow cytometry. 360,000 tested, 1% active. calls only at 10 µM;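 active = normalized GFP-positive differentiation at or above the plate's own cutoff, the solvent-only control mean plus 3 SD; inconclusive = no clear call, values can overlap the other calls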;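 also: cells exposed to compound for four days before flow analysis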
PMI inhibition – MPI inhibition at elevated mannose 6-phosphate – biochemical, fluorescence intensity, high mannose 6-phosphate, primary screen (AID 1220); 190,000 tested, 0.66% active; inhibition, % at 20 µM; hits with a dose series show IC50 in µM; recombinant PMI enzyme, coupled fluorescence intensity; higher % means a stronger effect
PMI inhibitors – inhibitors of human PMI, primary screen, biochemical, fluorescence intensity, coupled assay (AID 1209); 190,000 tested, 0.42% active; purified PMI enzyme, coupled fluorescence intensity; higher % means a stronger effect; inhibition, % at 20 µM, or IC50 in µM where a hit was titrated;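 also: plate controls were DMSO vehicle for no effect and wells lacking substrate for full effect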
LYP inhibition – inhibitors of LYP phosphatase, biochemical, fluorescence intensity, uHTS (AID 1779). recombinant LYP phosphatase, fluorescence intensity; higher % means a stronger effect. 290,000 tested, 0.054% active. inhibition, % at 11.5 µM; hits with a dose series show IC50 in µM;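 also: plate controls were vehicle with enzyme for no effect and no enzyme for full effect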
TNAP activation fold – stimulation of alkaline phosphatase TNAP activity – biochemical, luminescent, no phosphate acceptor, uHTS, primary screen (AID 1001); purified TNAP, luminescent activation assay, no phosphate acceptor; higher activation fold means a stronger effect; one-dose activation fold at 20 µM; EC50 in µM for titrated hits; 200,000 tested, 0.03% active; in the data active = activation fold from about 3, or a potency from the dose series; inactive = the rest, 99 in 100 with activation fold below about 1.6; also: many of its hits are not listed in these tables
Myeloid diff 2 GFP+ MAC1+ % – second read-out of Myeloid diff 2, no call of its own (marks repeat the call); GFP+ MAC1+ double positive, %; measured here: differentiation confirmed by MAC1 staining
The depositor's hits bear a star; i = inactive; ? = inconclusive; . = not tested or not shown. Rule as the data show it, unless noted: active = inhibition above about 50%; inactive = the rest.

SMILES	M1AAP inhibition	XIAP displacement	CSM14.1 death rescue	M17LAP inhibition	Myeloid diff 2	Myeloid diff 2 GFP+ MAC1+ %	PMI inhibition	PMI inhibitors	LYP inhibition	TNAP activation fold
O=C(O)C1CCN(S(=O)(=O)c2ccc(Oc3ccccc3)cc2)CC1	-4.1%	-5.6%	1.1%	3.5%	i	1.9	5.1%	4.7%	-9.1%	1.1
CCOc1ccc2c(c1)-c1c(ssc1=S)C(C)(C)N2C(=O)c1ccco1	5.6%	-6.8%	-1.9%	-3.0%	i	1.1	14.4%	13.2%	3.4%	0.9
CC(C)c1ccc(CNC(=O)C(=O)NCC2CCCO2)cc1 (stereo not drawn)	2.9%	-6.5%	0.9%	10.5%	i	0.1	-1.0%	1.1%	-11.8%	1
O=C(NC1CCCCC1)c1ccc(CNc2nc(=S)[nH]c3ccccc23)cc1	2.4%	-1.8%	-1.2%	-0.5%	i	0.5	-11.7%	-7.0%	3.1%	1.1
O=C1NC(=O)/C(=C\c2ccc(Oc3cnccn3)cc2)S1	4.8%	-9.0%	-1.1%	3.2%	i	0.3	9.1%	12.9%	3.2%	1.2
CN(c1cccc(NC(=O)Nc2cccc(Cl)c2)c1)S(C)(=O)=O	8.1%	-13.0%	-2.0%	17.3%	i	0.8	4.1%	6.8%	-3.3%	1.1
COc1ccccc1NCC(O)COc1ccc(C(C)(C)C)cc1 (stereo not drawn)	3.7%	-9.0%	-1.9%	7.5%	i	0.2	19.6%	13.9%	4.4%	1.1
Cc1ccc(S(=O)(=O)n2[nH]c(=O)cc2NC(=O)c2cccs2)cc1	8.6%	-11.7%	-1.2%	-0.7%	.	.	12.9%	2.5%	-8.0%	1
S=c1[nH]nc(-c2ccco2)n1/N=C/c1cccs1	?	-4.8%	-3.2%	6.6%	i	0.5	13.0%	15.9%	6.8%	0.7
CCOc1ccccc1-n1c(SCC(=O)N2CCOCC2)nnc1-c1ccccn1	4.8%	-1.3%	2.7%	-0.2%	i	0.8	1.5%	-3.5%	-8.8%	1.2
CCOc1cc2c(Cl)ncnc2c(OCC)c1OCC	-1.2%	.	.	0.8%	i	0.5	.	.	-2.1%	.
O=C(Cn1nc(-c2ccccc2)nc1-c1ccccc1)N1CCOCC1	1.0%	-3.9%	-0.9%	14.4%	i	2.1	-0.4%	-2.9%	-0.6%	0.9
CCOC(=O)c1ccc2c(c1)nc(SC/C(O)=C(\C#N)c1nc3ccccc3[nH]1)n2CC	8.6%	-14.0%	-2.4%	-7.3%	i	0.9	2.9%	-10.3%	-4.1%	1.1
Cc1ccccc1/C=N/n1c(-c2cc(-c3ccccc3)n[nH]2)n[nH]c1=S	1.4%	.	.	7.6%	i	0.5	.	.	3.1%	.
COCCCN1C(=O)c2ccc(C(=O)O)cc2C1=O	6.2%	-3.1%	-0.5%	-4.0%	i	0.9	-2.8%	5.7%	-7.6%	1.2
CS(=O)(=O)N1CCN(C(=S)NCc2ccc(F)cc2)CC1	1.2%	-7.4%	-0.9%	7.2%	i	0.5	3.3%	1.7%	-5.1%	1.2
CCCCCc1n[nH]c2c1CCCC2	6.3%	.	.	7.2%	i	0.5	.	.	-5.7%	.
CN(C)C(=O)N1CCCC(C(=O)NCc2ccccc2)C1 (stereo not drawn)	1.9%	-0.1%	.	4.3%	i	1.4	8.1%	2.4%	-2.0%	1.2
Cc1cc(C(=O)NCCCN2CC(C)CC(C)C2)n(-c2ccccc2)n1 (stereo not drawn)	10.1%	-1.6%	-1.2%	-8.8%	i	2.2	-7.5%	2.0%	-0.1%	1
CCOC(=O)CCCc1c[nH]c2ccccc12	-8.6%	-3.4%	0.3%	-7.1%	i	2.5	6.8%	14.0%	-5.6%	1.1
O=C(CCn1c(=S)oc2ccccc21)Nc1ccc2c(c1)OCCO2	3.0%	-3.0%	.	8.1%	i	0.6	15.0%	18.4%	0.4%	1.1
Cc1oc(/N=C/c2ccc(Cl)cc2Cl)c(C#N)c1C	1.6%	-3.9%	-2.4%	-7.0%	i	0.7	-5.8%	-2.5%	-10.7%	1.2
Cc1nc(N2CCc3ccccc3C2)[nH]c(=O)c1Cc1ccccc1	.	-5.2%	-1.5%	.	i	0.0	-0.3%	5.8%	0.5%	1
O=C1C(C=NCc2cccnc2)=C(O)c2ccccc21	7.3%	4.9%	-4.6%	-0.1%	i	1.4	1.5%	-2.1%	-6.9%	1.1
N#Cc1ccccc1NC1=CC(=O)CCC1	4.1%	-5.4%	-0.1%	-5.0%	i	6.7	0.6%	-3.9%	-5.0%	1.1

Later entries:
SMILES	M1AAP inhibition	XIAP displacement	CSM14.1 death rescue	M17LAP inhibition	Myeloid diff 2	Myeloid diff 2 GFP+ MAC1+ %	PMI inhibition	PMI inhibitors	LYP inhibition	TNAP activation fold
O=C(c1ccco1)N1CCN(c2nc(C3CC3)nc3sc4c(c23)CCCC4)CC1	7.9%	0.5%	9.0%	-1.7%	i	2.0	-1.8%	-6.9%	1.2%	1.1
N#Cc1c(-c2ccccc2)nc2n(-c3ccccc3)nc(C(=O)Nc3ccccc3)n2c1=O	2.4%	-6.4%	-0.4%	-4.7%	i	0.8	8.2%	5.5%	3.3%	1.1
Cc1cc(C)nc(SCC(=O)NC2=NC(=O)C(C)S2)n1 (stereo not drawn)	8.2%	-0.8%	0.0%	3.0%	.	.	5.8%	5.8%	-2.0%	1.2
COc1ccc(OC)c(S(=O)(=O)N(C)CC(=O)Nc2cc(Cl)ccc2OC)c1	13.9%	-2.7%	-1.7%	-2.4%	i	1.0	-1.9%	-5.9%	-8.2%	1
C#CC[N+]1(CC#Cc2ccc(C#CC[N+]3(CC#C)CCOCC3)cc2)CCOCC1	-1.1%	-1.2%	19.8%	14.8%	i	2.2	-10.1%	-8.1%	-8.6%	1.1
CN(C(=O)c1ccno1)c1nnc(-c2cccnc2)s1	6.4%	-4.8%	0.3%	4.4%	i	0.6	-5.6%	-4.3%	-6.4%	1.1
O=C(CCN1CCN(c2ccccc2)CC1)Nc1ccc(Cl)cc1	4.9%	-16.4%	-1.4%	-5.2%	i	1.4	-9.4%	-18.4%	-2.4%	1
CCN(C(=O)c1nn(-c2ccc(OC)cc2)c(=O)c2c1c1ccccc1n2C)c1ccc(OC)cc1	9.7%	-1.4%	-1.7%	-0.7%	i	0.5	-2.4%	-2.7%	1.8%	1.1
CCOc1ccccc1NC(=O)C(NCC1CCCCC1)c1ccccc1 (stereo not drawn)	1.1%	-4.0%	3.7%	0.3%	i	0.1	10.8%	11.6%	-1.3%	1.1
O=C(CCCCCNc1nc(=S)[nH]c2ccccc12)NCc1ccccc1Cl	0.0%	-6.7%	0.1%	-21.2%	.	.	2.1%	0.3%	0.0%	1.1
COc1ccc(N2CCN(C(=O)c3cn(C)c(=O)c4c3c3ccccc3n4C)CC2)cc1	-1.4%	-5.0%	0.7%	12.8%	i	6.5	2.5%	6.3%	4.6%	1.1
Cn1c(-c2sc3cc(C(F)(F)F)cnc3c2-c2ccccn2)n[nH]c1=S	6.2%	-10.5%	-0.8%	4.5%	i	0.0	11.6%	11.2%	-4.3%	1
Cc1ccc(CNC(=O)C2CCC(=O)N2CCc2ccccc2)cc1 (stereo not drawn)	7.9%	-4.2%	-0.5%	-0.5%	i	1.3	-2.0%	-2.9%	-10.3%	1.1
CC1=NN(Cc2ccccc2)C(=O)C1	8.1%	-7.6%	-3.5%	-1.2%	i	2.5	-9.6%	12.5%	-1.0%	1.1
COc1cccc(CN2CCN(Cc3ccon3)CC2CCO)c1 (stereo not drawn)	1.9%	-3.3%	0.2%	-0.8%	i	0.2	-3.0%	5.0%	-8.3%	1.1
COC(=O)c1cc(C(=O)OC)n(Cc2ccc(C)cc2)c1C	-0.8%	-3.2%	-0.3%	-2.6%	i	0.2	4.4%	-9.8%	-2.7%	1.1
CC1CN(c2oc(-c3ccco3)nc2S(=O)(=O)c2ccccc2)CC(C)O1 (stereo not drawn)	2.2%	-6.3%	-1.8%	-3.2%	i	0.7	-4.1%	-23.6%	8.0%	0.9
Cn1c(=O)c2c(ncn2CC(=O)N2CCN(c3ccccc3F)CC2)n(C)c1=O	2.0%	-0.5%	0.5%	1.4%	i	0.6	-5.3%	-4.4%	-4.9%	1.1
CN(CCOC(=O)c1cccc(Br)c1)C(C)(C)C	11.0%	0.4%	-1.8%	5.5%	i	0.5	-10.9%	-7.4%	-6.0%	1.2
Cc1ccc(NC(=O)CCC(=O)O)cc1F	0.1%	1.3%	-0.3%	5.8%	i	6.2	2.6%	3.9%	-1.3%	1.1
NC1=NC(=O)C(CC(=O)c2ccc(Cl)cc2)S1 (stereo not drawn)	-0.5%	0.6%	-2.4%	-2.4%	i	0.3	7.0%	4.3%	-3.6%	1
CN(C)CCOC(=O)c1cccc(Br)c1	6.4%	-2.6%	-0.9%	14.0%	i	0.6	-8.2%	-11.0%	-9.2%	1.1
COc1cccc2c(=O)c3ccoc3n(C)c12	7.1%	-4.6%	0.1%	-10.0%	i	2.8	6.9%	8.7%	-5.9%	1

Reprinted at random: 5 compounds from above, in no set order.
SMILES	M1AAP inhibition	XIAP displacement	CSM14.1 death rescue	M17LAP inhibition	Myeloid diff 2	Myeloid diff 2 GFP+ MAC1+ %	PMI inhibition	PMI inhibitors	LYP inhibition	TNAP activation fold
Cn1c(-c2sc3cc(C(F)(F)F)cnc3c2-c2ccccn2)n[nH]c1=S	6.2%	-10.5%	-0.8%	4.5%	i	0.0	11.6%	11.2%	-4.3%	1
NC1=NC(=O)C(CC(=O)c2ccc(Cl)cc2)S1 (stereo not drawn)	-0.5%	0.6%	-2.4%	-2.4%	i	0.3	7.0%	4.3%	-3.6%	1
C#CC[N+]1(CC#Cc2ccc(C#CC[N+]3(CC#C)CCOCC3)cc2)CCOCC1	-1.1%	-1.2%	19.8%	14.8%	i	2.2	-10.1%	-8.1%	-8.6%	1.1
COc1ccc(N2CCN(C(=O)c3cn(C)c(=O)c4c3c3ccccc3n4C)CC2)cc1	-1.4%	-5.0%	0.7%	12.8%	i	6.5	2.5%	6.3%	4.6%	1.1
COC(=O)c1cc(C(=O)OC)n(Cc2ccc(C)cc2)c1C	-0.8%	-3.2%	-0.3%	-2.6%	i	0.2	4.4%	-9.8%	-2.7%	1.1

High-throughput results (PubChem BioAssay)
